bovine MsrA act: activators of bovine methionine sulfoxide reductase A; purified bovine MsrA, absorbance read-out; activation, % at 10.6 µM; 360,000 compounds, 0.3% hits; AID 602163; in the data active means activation above about 7.5%;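 further: 0% = vehicle and 100% = reference activator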
SKN-1 inh: inhibitors of C. elegans SKN-1. C. elegans VP596 Pgst-4::GFP/RFP ratio, acrylamide-induced, 24 h. inhibition, % at 21.8 µM. 360,000 compounds, 0.49% hits;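 active means interference check ratio from 0.5 to 1.5 plus GFP to RFP signal ratio inhibition reaching or exceeding a fixed threshold, cut at about 30% in these data, passing the limit was not always enough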; further: some compounds called inactive have numbers as strong as hits
Neddylation inh: inhibitors of human cullin neddylation. TR-FRET cullin neddylation, biochemical. 360,000 compounds, 0.58% hits. calls only at 25 µM. AID 651699; in the data active means inhibition above about 36%
Rin1-Abl PPI inh: human Rin1-Abl interaction inhibition; inhibition, % at 7.35 µM; 360,000 compounds, 0.4% hits; TR-FRET Rin1/Abl binding, biochemical; in the data active means inhibition above about 5%, passing the limit was not always enough
MLLE-PAM2 inh: blocks PAM2 peptide binding to the PABP1 MLLE domain; GST-MLLE / FITC-PAM2 fluorescence polarization; AID 588489; 360,000 compounds, 0.36% hits; inhibition, % at 20 µM; in the data active means inhibition above about 35%, passing the limit was not always enough;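 further: plate controls were DMSO wells with GST-MLLE for no effect and wells lacking GST-MLLE protein for full effect; some results filed as inactive read as strong as hits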
MT1-MMP act inh: inhibitors of human MT1-MMP activation; P50281; HT1080 RFP-PRO-GFP cells, GFP/RFP ratio fluorescence, overnight; percent of plate control window, DMSO zero; GFP/RFP ratio change, % at 20 µM; 360,000 compounds, 0.061% hits;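 active means GFP/RFP ratio change of at least 30% with cell ATP level not reduced by more than half and red fluorescence within 50% of control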; further: strong numbers were not always called active
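Test system: HT1080 cells expressing an RFP-PRO-GFP fluorescent reporter construct / Compound dosing: single-point 20 µM compound, 1% DMSO / Schedule: cells overnight before dosing, compound overnight, 37 °C, 5% CO2 / Evaluation: GFP/RFP fluorescence ratio / Control set: DMSO and RFP-L50D-GFP cell wells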
FAS TE block: blocks the thioesterase domain of human fatty acid synthase | inhibition, % at 15 µM | P49327 | AID 602261 | 360,000 compounds, 0.67% hits | recombinant FAS-TE, OMFH fluorogenic substrate, fluorescence endpoint;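 active means compounds whose normalised, plate-corrected inhibition of enzyme fluorescence in the single-dose primary screen is 50% or more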;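 further: 0% = DMSO with enzyme and 100% = substrate without enzyme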
eLon inh: inhibits E. coli Lon protease; purified E. coli Lon protease, fluorescence polarization; inhibition, % at 7.94 µM; 360,000 compounds, 0.42% hits; in the data active means inhibition above about 13%, passing the limit was not always enough;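 further: 0% = enzyme with probe and DMSO and 100% = no enzyme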
CendR NRP1 mod: NRP-1/CendR interaction modulation | AID 602438 | 360,000 compounds, 0.85% hits | inhibition, % at 25 µM | FAM-RPARPAR peptide binding to NRP-1, fluorescence polarization | O14786;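 active means inhibition or corrected inhibition above about 18%, plus a signal ratio from 0.5 to 1.5, limit read from the data, passing the limit was not always enough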; further: strong numbers were not always called active
An asterisk follows results filed as active; i = inactive; . = no result given; + = active, no number. The order is random; overall some 4% were active at least once.

Screens by letter: A = bovine MsrA act; B = SKN-1 inh; C = Neddylation inh; D = Rin1-Abl PPI inh; E = MLLE-PAM2 inh; F = MT1-MMP act inh; G = FAS TE block; H = eLon inh; I = CendR NRP1 mod
> OCCNCCCCCOc1ccc(F)cc1
  A: 0; B: 7; C: i; D: -2; E: -9; F: -3; G: -5; H: 0; I: 8

> Cc1ccc(Cc2cnc(NC(=O)c3ccco3)s2)cc1
  A: -4; B: 5; C: i; D: 4; E: -6; F: 9; G: 6; H: -3; I: -4

> CC(C)(C)OC(=O)C[C@@H]1C/C=C\C[C@@H](CC(=O)N[C@@H](CO)Cc2ccccc2)C(=O)NCCOC1=O
  A: -4; B: -13; C: i; D: -4; E: 7; F: 3; G: -10; H: -4; I: -3

> N#Cc1cc([N+](=O)[O-])ccc1NC(=O)COC(=O)C1CCC(=O)N1 (configuration not stated)
  A: -4; B: -2; C: i; D: -3; E: -12; F: -4; G: -6; H: -8; I: -2

> O=C(N=C1SC2CS(=O)(=O)CC2N1c1ccc(Cl)c(Cl)c1)C1CCCO1 (configuration not stated)
  A: -1; B: 7; C: i; D: -1; E: -2; F: 0; G: -6; H: 16; I: -3

> C/C(=N\NC(=O)c1nnn(-c2nonc2N)c1CSc1ccc(Cl)cc1)c1ccco1
  A: -1; B: 28; C: i; D: -5; E: -9; F: 3; G: 4; H: -15; I: 0

> COc1cc(CN2CCN(CC3CC3)CC2CCO)cc(OC)c1 (configuration not stated)
  A: -4; B: 0; C: i; D: -2; E: -3; F: 1; G: -4; H: -1; I: 4

> COc1ccc(C(=O)C2CCCN(S(=O)(=O)c3ccccc3F)C2)c(C)c1 (configuration not stated)
  A: 0; B: 0; C: i; D: 0; E: 12; F: 0; G: 23; H: 14; I: 10

> COc1cc(NC(=O)N[C@@H](Cc2c[nH]c3ccccc23)C(=O)O)c(C(=O)O)cc1OC
  A: -3; B: 9; C: +; D: 2; E: -2; F: 0; G: -7; H: 0; I: 2

> Cc1ccccc1NS(=O)(=O)c1cc(C(=O)N2CCCC2)ccc1Cl
  A: -8; B: -4; C: i; D: 1; E: -10; F: 0; G: -4; H: -2; I: 6

> Cc1ccc2c(cnn2C(=O)CCC(=O)NCc2cccc(Br)c2)c1
  A: -4; B: -3; C: i; D: 2; E: -3; F: 2; G: 2; H: -9; I: 1

> OCCC1CN(Cc2cnc(N3CCCC3)s2)CCN1C1CCCC1 (configuration not stated)
  A: -2; B: 2; C: i; D: 2; E: 15; F: 5; G: -4; H: 3; I: -7

> O=C(Nc1cccc(-c2cn3cccnc3n2)c1)c1cccs1
  A: -2; B: 2; C: .; D: -2; E: -22; F: 1; G: -16; H: -2; I: -1

> S=C(NCCc1ccccc1)Nc1cccc2cnccc12
  A: -9; B: 2; C: i; D: 4; E: 25; F: 4; G: 0; H: 1; I: 12

> c1ccc2[nH]c(CSc3nnc(-c4ccncc4)o3)nc2c1
  A: 0; B: 15; C: i; D: 1; E: -18; F: 1; G: -2; H: 2; I: 8

> O=C(COc1ccccc1Cl)Nc1ccc2c(c1)OCO2
  A: -2; B: -3; C: i; D: 4; E: -5; F: 1; G: 1; H: 5; I: 5

> CCn1cc(/C=N\NC(=O)COc2cccc(C)c2C)c(C)n1
  A: -2; B: 4; C: i; D: 0; E: 1; F: 9; G: -7; H: -1; I: 11

> CC(NC(=O)C12CC3CC(CC(C3)C1)C2)C(=O)NCCN(C)C (configuration not stated)
  A: -2; B: 8; C: i; D: -2; E: 12; F: 4; G: -6; H: 10; I: 13

> C=CCNc1nc(-c2c(C)nc3sccn23)cs1
  A: 0; B: 17; C: i; D: 0; E: -14; F: 3; G: -1; H: -1; I: -7

> Cc1ccc(C23CC4CC(CC(NC(=O)NC(C)(C)CO)(C4)C2)C3)cc1
  A: -3; B: 17; C: i; D: -4; E: -5; F: -5; G: 5; H: -7; I: 6

> O=C1Nc2ccccc2C1c1ncc(C(F)(F)F)cc1Cl (configuration not stated)
  A: -2; B: 0; C: i; D: 1; E: -5; F: 0; G: -1; H: -1; I: 9

> COC(=O)c1ccc(NC(=O)CCn2c(=O)oc3ccccc32)cc1
  A: -3; B: 1; C: i; D: 1; E: -1; F: -1; G: -6; H: -16; I: 2

> COc1ccc(-c2coc3c(CN4CCOCC4)c(O)ccc3c2=O)cc1
  A: -5; B: -4; C: .; D: 1; E: -5; F: 5; G: -5; H: -4; I: -13

> COCCN(Cc1cn(C)nc1-c1ccccc1F)C(C)C
  A: -2; B: -1; C: i; D: 0; E: 16; F: -13; G: 0; H: 3; I: 3

> CS(=O)(=O)N1N=C(c2ccccc2)CC1c1ccc2nccnc2c1 (configuration not stated)
  A: -1; B: 6; C: i; D: 0; E: 1; F: -2; G: -10; H: 2; I: -24

> Cn1cccc1C(=O)NC(=O)CSc1cccc[n+]1[O-]
  A: -5; B: 4; C: i; D: 3; E: -6; F: -1; G: -9; H: -8; I: -13

> O=C(CSc1ccccn1)N1CCCC(Nc2ccc(F)c(F)c2)C1 (configuration not stated)
  A: -1; B: 8; C: i; D: 1; E: -2; F: -5; G: -5; H: 5; I: 8

> CCCn1nc(C(=O)OCC(=O)Nc2ncc(Cl)c(C)c2Cl)c2ccccc2c1=O
  A: -7; B: 5; C: i; D: 1; E: 3; F: -2; G: 8; H: 5; I: 3

> CCOC(=O)C1=C(C)N=c2sc(=Cc3ccc(OCC(=O)O)cc3)c(=O)n2C1c1ccc(SC)cc1 (configuration not stated)
  A: -2; B: 14; C: i; D: 0; E: -133; F: -14; G: 3; H: -11; I: -154

> c1coc(-c2nc3ccccc3s2)c1
  A: -1; B: 2; C: i; D: 3; E: 3; F: -6; G: 0; H: -2; I: 4

> CC(=O)Nc1cccc(C(=O)OCC(=O)NNC(=O)c2cccs2)c1
  A: -7; B: 0; C: i; D: 1; E: -13; F: -4; G: -4; H: 1; I: -3

> CCOc1ccc(NC(=O)C(C)C(Cc2ccc(C)cc2)C(=O)O)cc1 (configuration not stated)
  A: -2; B: 7; C: i; D: 3; E: -9; F: 0; G: -6; H: 6; I: 1

> COc1ccc(C(=O)NCc2csc(-c3cccs3)n2)cc1
  A: -13; B: -3; C: i; D: -2; E: -3; F: 0; G: 4; H: 3; I: -18

> Cc1ccc(NC(=O)Cc2ccccc2F)cc1S(=O)(=O)N1CCCCCC1
  A: -3; B: -12; C: i; D: 1; E: -15; F: -8; G: 26; H: -6; I: 1

> COc1ccc(/C=N/Nc2nc(NCc3ccco3)nc(Nc3ccc(OC)cc3)n2)cc1
  A: -1; B: 5; C: i; D: -2; E: 3; F: -4; G: 15; H: -8; I: 4

> CCC(CC)C(C(=O)NCc1ccccc1)N(C)Cc1ccc(Cl)c(Cl)c1 (configuration not stated)
  A: .; B: 7; C: i; D: .; E: .; F: -21; G: .; H: .; I: 9

> COc1cc(F)ccc1-c1cc(C(=O)Nc2cc(OC)c(OC)c(OC)c2)[nH]n1
  A: -7; B: 0; C: i; D: 0; E: -9; F: 5; G: 4; H: 0; I: -1

> NS(=O)(=O)c1cccc(C(=O)NC2CCSc3ccccc32)c1 (configuration not stated)
  A: -1; B: 8; C: i; D: -2; E: 5; F: 1; G: 3; H: 8; I: 0

> O=C(Nc1ccccc1)N(CCCN1CCOCC1)Cc1ccccc1F
  A: 2; B: 8; C: i; D: -4; E: -4; F: -2; G: -7; H: -2; I: 4

> COc1cccc(CN2CCC(CO)(CC3CCCCO3)CC2)c1 (configuration not stated)
  A: -4; B: 12; C: i; D: 7; E: -4; F: 1; G: -4; H: 4; I: -8

Records listed above printed as active in Neddylation inh.
structure	bovine MsrA act	SKN-1 inh	Neddylation inh	Rin1-Abl PPI inh	MLLE-PAM2 inh	MT1-MMP act inh	eLon inh	CendR NRP1 mod
COc1cc(NC(=O)N[C@@H](Cc2c[nH]c3ccccc23)C(=O)O)c(C(=O)O)cc1OC	-3	9	+	2	-2	0	0	2

New compounds follow:
Screens by letter: A = bovine MsrA act; B = SKN-1 inh; C = Neddylation inh; D = Rin1-Abl PPI inh; E = MLLE-PAM2 inh; F = MT1-MMP act inh; G = FAS TE block; H = eLon inh; I = CendR NRP1 mod
> O=C(COC(=O)c1ccncc1)Nc1cccc2ccccc12
  A: 5; B: 1; C: i; D: 0; E: -4; F: -5; G: -5; H: 9; I: -5

> CCOC(=O)CN1C(=O)N2C[C@H]3CON(C)[C@H]3C[C@H]2c2ccccc21
  A: -5; B: -2; C: i; D: 1; E: 12; F: 2; G: -6; H: 4; I: 9

> CCCCc1ccc(-c2ccc(Br)cc2)nc1
  A: -1; B: 24; C: i; D: 1; E: -2; F: 6; G: 20; H: 3; I: -38

> Cc1ccc2nc(SCc3ccc([N+](=O)[O-])cc3)nc(C)c2c1
  A: -4; B: 16; C: i; D: 3; E: 1; F: 0; G: 36; H: -2; I: 1

> COc1ccc(C(CC(=O)O)NC(=O)C2CCCCC2)cc1 (configuration not stated)
  A: -3; B: -5; C: i; D: -1; E: 15; F: 4; G: -6; H: 6; I: 1

> COc1cccc(SCc2noc(C(=O)NCC3CC3)c2C(=O)NCC2CC2)c1
  A: -10; B: 2; C: i; D: 1; E: 13; F: -6; G: 20; H: -5; I: 4

> COC(=O)c1ccc(CN2[C@H](C(=O)OC)C[C@@]3(O)[C@H](O)[C@H](O)[C@H](O)C[C@@H]23)cc1
  A: -3; B: 15; C: i; D: 1; E: 1; F: 0; G: -4; H: -4; I: -3

> O=C1N/C(=C/c2ccc(Br)cc2)C(O)=C1C=NCc1ccccc1
  A: -2; B: 3; C: i; D: -4; E: 1; F: 0; G: -8; H: -5; I: -15

> COC(=O)c1ccc(CN2C(=O)C3CCCCC3C2=O)o1 (configuration not stated)
  A: -1; B: -2; C: i; D: 3; E: 1; F: 1; G: -6; H: 9; I: 3

> CN(C)/C=C/C(=O)c1ccn(S(=O)(=O)c2ccccc2)c1
  A: -2; B: 15; C: i; D: 2; E: 8; F: -1; G: -6; H: -9; I: -2

> CCOC(=O)C1(C)NC(c2cccs2)C2C(=O)N(c3ccc(C)cc3)C(=O)C21 (configuration not stated)
  A: -3; B: 11; C: i; D: 5; E: 4; F: 0; G: 0; H: -9; I: 8

> Nc1ncnc2c1ncn2[C@@H]1O[C@H](CNCc2ccc(-c3cc(C(F)(F)F)ccc3Cl)o2)[C@@H](O)[C@H]1O
  A: -1; B: 3; C: i; D: -2; E: 1; F: 4; G: -10; H: 1; I: 0

> COc1ccc(CN(CCC#N)C(=S)NC(=O)c2ccccc2)cc1
  A: -5; B: 6; C: i; D: 3; E: -13; F: 5; G: -7; H: -8; I: 10

> O=C(N/N=C1\CCc2ccccc21)c1ccccc1Cl
  A: -2; B: 0; C: i; D: 2; E: 9; F: -1; G: -6; H: -10; I: -6

> COc1ccc(CNC(=O)c2ccc(N(C)S(=O)(=O)c3ccc(C)cc3)cc2)cc1
  A: -6; B: -7; C: i; D: 4; E: -10; F: 1; G: 18; H: 9; I: 0

> COc1cc(CNn2c(C)n[nH]c2=S)cc(Br)c1OCc1ccc(F)cc1
  A: -3; B: 0; C: i; D: 1; E: -52; F: 3; G: 10; H: -13; I: -3

> Cc1cc(C)c2c(N)c(C(=O)c3ccc(Cl)cc3)sc2n1
  A: -4; B: 10; C: i; D: -3; E: -93; F: 5; G: 8; H: 4; I: -14

> COc1cc2nc(C3CCC3)nc(N3CCN(c4ccccc4OC)CC3)c2cc1OC
  A: 1; B: 10; C: i; D: -3; E: 0; F: -20; G: 32; H: 3; I: -15

> O=C(COC(=O)/C=C/c1cccc(F)c1)Nc1ccccc1
  A: 0; B: 7; C: i; D: 3; E: -8; F: -3; G: 7; H: 0; I: 4

> COc1cc(SC)ccc1C(=O)N1CCN(c2ccccc2)CC1
  A: -2; B: -10; C: i; D: 2; E: -3; F: 0; G: 3; H: 3; I: 6

> COc1ccccc1Nc1ncnc2c1cnn2-c1cccc(C)c1
  A: 3; B: -1; C: i; D: 7; E: -1; F: -3; G: 19; H: 1; I: 4

> O=C(CNC(=O)c1ccc(Br)cc1)NCC(=O)OCc1ccc(Cl)cc1
  A: -7; B: -10; C: i; D: -2; E: -9; F: -2; G: -6; H: 2; I: -12
